# Screens deposited in PubChem by several laboratories.
# MC4R barr agon = human MC4R agonism via beta-arrestin. 360,000 tested, 0.98% active. AID 540308. activation, % at 8.9 µM. U2OS MC4R beta-arrestin complementation, luminescence; percent of melanotan II response, DMSO zero. P32245;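 active = activation above a per-plate cutoff, the mean activation of sample wells on that plate plus 3 SD, cut at about 8% in these data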
# ABCB6 inh 2 = blocks the human ABCB6 transporter; Q9NP58; K562-ABCB6 porphyrin accumulation, flow cytometry, 1 h; active compounds read low; fluorescence ratio to DMSO, % at 10 µM; 360,000 tested, 0.19% active;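 active = fluorescence ratio to DMSO below 75%, the collection mean minus 3 SD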;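 note: signal is porphyrin accumulated inside mitochondria; 100% equals median channel fluorescence of DMSO control wells; lower ratio means ABCB6 inhibition with less porphyrin fluorescence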
# Target sequence (Q9NP58 whole entry, looked up): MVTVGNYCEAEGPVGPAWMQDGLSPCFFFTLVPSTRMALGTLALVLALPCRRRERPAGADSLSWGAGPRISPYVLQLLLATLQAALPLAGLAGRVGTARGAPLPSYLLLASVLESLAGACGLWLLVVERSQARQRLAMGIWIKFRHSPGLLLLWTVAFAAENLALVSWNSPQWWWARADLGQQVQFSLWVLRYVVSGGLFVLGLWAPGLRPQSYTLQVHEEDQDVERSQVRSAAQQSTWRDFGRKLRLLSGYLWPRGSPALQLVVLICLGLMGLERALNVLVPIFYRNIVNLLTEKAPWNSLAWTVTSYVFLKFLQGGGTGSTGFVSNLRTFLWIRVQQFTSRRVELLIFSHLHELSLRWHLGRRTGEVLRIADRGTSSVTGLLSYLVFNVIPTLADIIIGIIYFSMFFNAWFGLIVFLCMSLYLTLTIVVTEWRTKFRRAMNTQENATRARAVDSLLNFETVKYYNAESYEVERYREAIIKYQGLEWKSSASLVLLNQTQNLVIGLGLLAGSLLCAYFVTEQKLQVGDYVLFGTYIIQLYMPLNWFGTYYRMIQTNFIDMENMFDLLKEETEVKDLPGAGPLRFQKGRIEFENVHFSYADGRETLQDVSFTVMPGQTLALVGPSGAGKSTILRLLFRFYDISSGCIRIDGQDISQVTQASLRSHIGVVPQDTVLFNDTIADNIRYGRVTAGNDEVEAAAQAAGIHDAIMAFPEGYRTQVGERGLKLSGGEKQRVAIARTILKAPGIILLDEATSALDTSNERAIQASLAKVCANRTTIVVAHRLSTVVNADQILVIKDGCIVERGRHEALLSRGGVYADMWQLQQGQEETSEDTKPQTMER
# TLR9-MyD88 inh = inhibitors of human TLR9-MyD88 binding. Q9NR96+Q99836. CHO BLA complementation TLR9-MyD88, CCF4 FRET ratio. inhibition, % at 4.98 µM. 340,000 tested, 0.21% active. AID 504734;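 active = inhibition above the mean over all tested compounds plus 3 SD, cut at about 21% in these data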;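 note: 0% = DMSO only wells and 100% = clavulanate BLA inhibitor control wells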
# Cardio protect = protects H9c2 cardiomyocytes from peroxide injury | H2O2 injury protection, ATPLite, 2 h | protection from H2O2 cell death, % at 20 µM | 360,000 tested, 0.63% active | AID 588492;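 active = compounds giving at least 50% protection of heart cells from peroxide-induced death in the single-dose screen, raw or plate-pattern-corrected value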;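 note: 0% = DMSO wells with peroxide and 100% = DMSO wells without peroxide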
# MC4R antag cAMP = antagonists of human melanocortin 4 receptor (MC4R) | P32245 | MC4R-expressing cells, MTII-stimulated cAMP, LANCE TR-FRET | inhibition, % at 6.5 µM | 360,000 tested, 0.48% active;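 active = inhibition above its plate's cutoff, the mean of tested wells on that plate plus 3 SD, cut at about 29% in these data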;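 note: 0% = Melanotan II alone and 100% = Melanotan II plus saturating MCL0020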
#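 System: U2OS cells stably expressing human melanocortin 4 receptor (MC4R). Reagent: Melanotan II challenge after compound preincubation. Doses: 6.5 µM. Times: 30-min compound, 1-h challenge, 1-h detection, room temperature. Measured by: TR-FRET with Eu-cAMP and labeled anti-cAMP, 671 nm. Replicates: singlicate.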
# NCOA2 inhibitor = human SRC2 (NCOA2) inhibition; HEK293 GAL4-SRC2 luciferase reporter, luminescence; inhibition, % at 9 µM; 370,000 tested, 0.17% active;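 active = inhibition above the mean inhibition of all tested compounds plus 3 SD, set per campaign, cut at about 52% in these data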;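 note: 0% = DMSO treated cells and 100% = cells given Gossypol at 36 µM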
# ABHD5 PLIN5 PPI = ABHD5-PLIN5 protein interaction inhibition; Split G. princeps luciferase complementation, luminescence, 4 h; inhibition, % at 4 µM; 360,000 tested, 0.78% active; AID 602281;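 active = inhibition above the mean inhibition across every tested compound plus 3 SD, cut at about 22% in these data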;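 note: 0% = DMSO only wells and the 100% control is not disclosed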
# NOD2 RIPK2 PPI = blocks binding of human NOD2 to RIPK2. CHO BLA complementation NOD2-RIPK2, CCF4 ratio. inhibition, % at 4.98 µM. 360,000 tested, 0.38% active. AID 624267; in the data active = inhibition above about 21%;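 note: 0% = vehicle only and 100% = reference blocker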
# N-glyco inh = blocks N-linked glycosylation in D54 reporter cells | reporter increase, % at 12.5 µM | 360,000 tested, 0.23% active | AID 588692 | D54 ERlucT glycosylation luciferase reporter, 24 h; percent of 100 nM tunicamycin response;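 active = mean luciferase reporter signal, scaled so untreated is 0 and the glycosylation-blocking control 100, at or above a set limit in every replicate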;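 note: luciferase carries N-glycosylation sites so blocking glycosylation raises the light; 0% = median of neutral control wells and 100% = median of 100 nM tunicamycin wells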
# m5-HT2A agonist = agonists of mouse serotonin 5-HT2A receptor (HTR2A) | P35363 | CHO-K1 mHTR2A beta-arrestin complementation, luminescence; percent of 30 µM serotonin response | activation, % at 7.6 µM | 360,000 tested, 0.66% active | AID 624169;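 active = activation above a run cutoff, the mean activation of all tested compounds plus 3 SD, cut at about 14% in these data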;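 note: 0% = plate median of compound wells and 100% = 30 µM serotonin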
# * hit, by the source's call; · = no result given. Not all compounds are listed (hit frequency here may not be typical).
SMILES,MC4R barr agon,ABCB6 inh 2,TLR9-MyD88 inh,Cardio protect,MC4R antag cAMP,NCOA2 inhibitor,ABHD5 PLIN5 PPI,NOD2 RIPK2 PPI,N-glyco inh,m5-HT2A agonist
Cc1cc(NC(=O)C2CCCN(S(=O)(=O)c3c(C)noc3C)C2)no1 (configuration not stated),-1.0,101,3,11,-1,-8,7,3,2,-4
O=C(NCCC1=CCCCC1)c1ccc2c(=O)n3c(nc2c1)CCCCC3,1.0,99,-7,-7,7,-22,-2,-4,-2,-1
O=C(CSc1nc(O)c(C(c2ccccc2)c2ccccc2)c(=O)[nH]1)N1CCOCC1,0.0,97,-4,-9,2,5,1,-20,0,4
CC1=CC(=O)C=C(C)C1=NOC(=O)/C=C\c1ccccc1,3.5,98,-6,-3,-3,-8,2,-9,1,-5
CC(=O)Nc1cccc(NC(=O)c2ccccc2Cl)c1,-0.7,101,·,-8,6,-28,-2,7,2,-2
CCOC(=O)c1ccc(NC(=O)NCc2ccc(OC)cc2)cc1,-0.6,106,-3,1,10,-29,1,-12,-2,2
Cc1ccc(OCc2cc(C(=O)N(C)CCc3nc4ccccc4[nH]3)no2)cc1C,-0.8,98,-62,-8,5,-13,9,1,1,0
OC(COc1cccc2ccccc12)CN1CCN(c2cccc(Cl)c2)CC1 (configuration not stated),2.4,99,2,-8,-1,-26,-6,-5,1,-7
C=CCSc1nnc(NC(=O)C2CSC3(C)CCC(=O)N23)s1 (configuration not stated),-3.3,95,-1,0,-3,-48,0,-4,1,3
[O-]/[N+](=C\c1ccc(F)cc1)c1ccccc1,-2.8,99,-2,-1,4,3,-8,-13,1,3
COc1ccccc1N1CCN(CC(=O)c2c[nH]c3ccccc23)CC1,0.6,103,-9,3,-7,-2,-1,-4,0,-7
O=C(Nc1cccc(F)c1)NC1(C(=O)N2CCC(O)CC2)CCCCC1,1.2,99,5,-2,-4,10,-13,-1,0,1
Cc1cc(N2CCN(S(=O)(=O)c3ccc4c(c3)OCCO4)CC2)n2ncnc2n1,-1.4,93,2,-4,-8,11,9,3,3,-6
COc1cccc(-c2cc(C(=O)N/N=C/c3cccc(OC)c3OC)c3ccccc3n2)c1,-2.9,99,-1,20,1,2,-1,0,-1,-7
O=c1[nH][nH]c(-c2ccccc2)c1C=Nc1ccccc1Cl,-1.8,96,9,-2,9,-12,3,-3,0,-3
COc1ccc(C(=O)C2CCCN(C(=O)c3cccc(N4CCCC4=O)c3)C2)cc1OC (configuration not stated),-0.9,98,-7,-4,9,22,5,-8,-2,-2
CCOC(=O)Nc1ccc2c3c(cccc13)-c1ccccc1-2,-0.8,98,16,-7,-3,-57,-7,34*,18,-8
COc1ccc(C(=O)CN2C(=O)c3ccccc3C2=O)c(OC)c1,-1.6,97,4,6,10,-21,6,-5,-2,5
Cc1nc(C)c(-c2csc(NCCc3ccccc3)n2)s1,-0.8,96,-12,-14,0,-9,-8,15,-1,2
CN(CC(=O)Nc1ccc2c(c1)OCO2)S(=O)(=O)c1ccc2c(c1)CCC(=O)N2,0.0,96,-1,1,6,-2,3,-1,2,6
Cc1ccc(S(=O)(=O)Cc2cccc(C(=O)N3CCOCC3)c2)cc1,0.0,99,-1,1,5,4,-2,-2,1,-4
COC(=O)c1ccc2nc(-c3ccc(C)cc3)c(CC3CCCCC3)n2c1,·,97,·,-4,·,-51,4,-3,-1,3
CSc1nnc(-c2ccc(S(=O)(=O)N3CCOCC3)cc2)n1C,1.2,101,7,-1,11,-4,-4,-5,2,11
CN1CCN(c2ccc(NC(=O)c3ccc4c(c3)OCO4)cc2)CC1,-1.2,88,-10,-4,-1,-54,-1,1,-6,-3
O=[N+]([O-])c1cc([N+](=O)[O-])c2nonc2c1Nc1ccccc1O,-1.8,105,15,-20,-2,5,-2,6,1,5
CC(NC(=O)c1ccc(Cl)cc1)c1nnc(SCC(=O)NC2=NCCS2)n1C (configuration not stated),0.4,101,-1,-4,-1,6,-11,-1,2,-2
CCn1c(SCC(=O)NNC(=O)c2ccc(C)cc2)nnc1C1CC1,0.1,96,-5,-3,10,5,3,-2,3,-4
CC(C)c1ccc(NC(=O)CSc2nc(=O)n(CCCN3CCOCC3)c3c2CCC3)cc1,-1.2,92,6,-2,-6,-6,-10,2,0,-4
CN(C)c1nc(NC(C)(C)C)nc(NC(C)(C)C)n1,-1.7,101,-7,-6,4,-4,-9,-5,-3,-3
O=c1c(/C=N/O)c(Nc2ccccc2)nc2ccccn12,0.6,100,1,9,5,-14,-4,11,-1,-3
COc1ccc(C(CNC(=O)c2ccc(S(=O)(=O)Nc3ccccc3OC)cc2)N2CCCC2)cc1 (configuration not stated),-0.8,102,-8,5,2,2,5,2,-9,-8
C=CCNc1nc(SCC=C)nc2ccsc12,-0.4,102,-2,-11,-4,3,0,-3,-1,-9
COc1cc2[nH]c(=O)n(CCCC(=O)N3CC=C(c4ccccc4)CC3)c(=O)c2cc1OC,-2.6,95,2,11,0,-21,6,4,0,-2
Cn1c(=O)c2c(ncn2CC(COCc2ccccc2Cl)OCc2ccccc2Cl)n(C)c1=O (configuration not stated),0.1,95,-11,28,4,1,4,-2,-2,-3
CC1=C(C(=O)Nc2ccccc2C)C(c2ccc(C)o2)N2C(=O)CSC2=N1 (configuration not stated),0.0,97,-2,-5,20,-4,-23,-5,3,3
Cc1cc(/C=N/n2cnnc2)c(C)n1-c1ccc(OCc2ccc(Cl)cc2Cl)cc1,14*,88,-4,-33,-17,·,-6,-7,-2,3
Cc1cccc(CC(C)NC(=O)CCc2nnc(-c3ccccc3)o2)n1 (configuration not stated),-0.9,99,-7,5,19,5,-1,-3,2,1
O=C(NNC(=O)c1ccccc1-n1cccc1)c1ccc(Cl)nc1,-0.9,98,0,-5,4,-7,4,-2,1,2
CCOc1ccccc1NC(=O)C(c1ccccc1)N1CCN(CC(=O)N2CCCC2)CC1 (configuration not stated),-1.4,94,3,4,8,24,0,0,2,4
O=C(CC1CCS(=O)(=O)C1)NC1CCCCC1 (configuration not stated),-1.8,90,-3,6,3,7,-1,-6,1,3

# Given bar-delimited: entries from further up.
SMILES | MC4R barr agon | ABCB6 inh 2 | TLR9-MyD88 inh | Cardio protect | MC4R antag cAMP | NCOA2 inhibitor | ABHD5 PLIN5 PPI | NOD2 RIPK2 PPI | N-glyco inh | m5-HT2A agonist
Cc1cccc(CC(C)NC(=O)CCc2nnc(-c3ccccc3)o2)n1 (configuration not stated) | -0.9 | 99 | -7 | 5 | 19 | 5 | -1 | -3 | 2 | 1
Cn1c(=O)c2c(ncn2CC(COCc2ccccc2Cl)OCc2ccccc2Cl)n(C)c1=O (configuration not stated) | 0.1 | 95 | -11 | 28 | 4 | 1 | 4 | -2 | -2 | -3
CC1=C(C(=O)Nc2ccccc2C)C(c2ccc(C)o2)N2C(=O)CSC2=N1 (configuration not stated) | 0.0 | 97 | -2 | -5 | 20 | -4 | -23 | -5 | 3 | 3
O=C(CC1CCS(=O)(=O)C1)NC1CCCCC1 (configuration not stated) | -1.8 | 90 | -3 | 6 | 3 | 7 | -1 | -6 | 1 | 3

# Following part:
SMILES,MC4R barr agon,ABCB6 inh 2,TLR9-MyD88 inh,Cardio protect,MC4R antag cAMP,NCOA2 inhibitor,ABHD5 PLIN5 PPI,NOD2 RIPK2 PPI,N-glyco inh,m5-HT2A agonist
C[C@H](CO)N1C[C@H](C)[C@H](CN(C)Cc2cncnc2)Oc2cc(Br)ccc2S1(=O)=O,-0.5,98,10,5,5,-22,4,-5,0,18*
CCc1nc2c(OCC(=O)C(C)(C)C)cccn2c1N(C=O)Cc1ccc(OC)cc1,0.8,92,·,-5,5,10,-4,-3,1,0
Cc1cc(Br)ccc1NC(=O)CNC(=O)COc1ccccc1C,0.0,103,4,-4,6,7,-5,-3,-2,-2
CC(Oc1ccccc1)C(=O)Nc1nc(-c2ccncc2)cs1 (configuration not stated),-1.6,101,2,-7,17,-18,-2,-17,6,-2
CCCCCCSc1ccc([C@@H]2[C@H]3C(=O)N(C)C(=O)[C@H]3[C@]3(C(=O)OC)CCCCN23)cc1OC,-1.4,98,-2,3,-1,-15,7,-5,-6,0
COc1ccc(CNC(=O)c2ccc(Cn3nc(C)c([N+](=O)[O-])c3C)o2)cc1,-1.4,103,9,87*,-17,-1,5,3,-6,4
Cc1ccc(S(=O)(=O)NCC(=O)Nc2ccc(C(F)(F)F)cc2)cc1,5.8,140,-4,-10,7,14,-12,1,1,-2
O=C(CSc1nc2ccccc2s1)N/N=C/c1ccc(C(=O)O)cc1,-1.8,100,-1,1,-1,-6,0,-2,1,5
O=C(CNC(=O)c1cccs1)N/N=C/c1ccc(Cl)cc1,0.6,100,4,6,20,-10,-1,-7,1,0
O=C(NCCN1CCCC1=O)C1CCC(=O)N(CCc2cccc(F)c2)C1 (configuration not stated),-1.8,98,2,-8,2,13,6,-8,1,4
CCCc1ccc(OCc2ccc(C(=O)Nc3cccc(C)n3)o2)c(OC)c1,3.2,98,3,-9,12,-2,-2,-3,-1,4
CCOc1cc(-c2c(C#N)c(N)nc3c2CCCC3C)ccc1O (configuration not stated),-1.1,97,0,-4,3,-14,-3,-4,3,4
COCCNC(=O)/C(C#N)=C/c1ccccc1Br,0.0,97,3,3,9,-25,6,4,13,-3
COc1cc2ccc(=O)oc2c(CC=C(C)C)c1OC,0.3,100,4,4,4,-8,0,-13,-1,-2
C=CCN(CC=C)S(=O)(=O)c1ncn[nH]1,0.3,103,-4,4,9,-11,1,0,1,2
CCOc1ccc(N/C(N)=N/c2nc(CSc3nnc(C)s3)cc(=O)[nH]2)cc1,-0.3,95,4,-5,-25,-8,-1,5,17,-4
Cc1cc(S(=O)(=O)N2CCCCC2CCNC(=O)C(=O)NCC2CCCO2)ccc1F (configuration not stated),-2.9,97,6,-1,10,-3,-2,0,-1,-2
Cc1cccnc1NC(=O)CSc1ncnc2sc(C)c(C)c12,0.4,98,-3,6,3,-18,-1,-2,1,12
CCOC(=O)C1=CCN(S(=O)(=O)c2cccc(Cl)c2)C1c1ccc(F)cc1 (configuration not stated),·,99,·,2,·,0,-2,-4,2,-1
N#CCSCC(=O)Nc1ccccc1,0.0,88,-12,7,3,-13,-1,4,2,-1
O=C(Nc1ncccc1Cl)c1ccccc1F,0.0,98,-3,0,20,-23,0,-10,-1,-3
O=c1[nH]cnc2c1N=C(c1cccc([N+](=O)[O-])c1)CC(c1ccccc1)N2 (configuration not stated),1.2,96,-17,6,-11,-14,45*,-5,4,1
CC1=C(C(=O)N(C)Cc2ccccc2)C2(CCC(C)CC2)OC1=O (configuration not stated),-2.0,97,3,2,6,-10,-5,6,2,3
COc1ccccc1NS(=O)(=O)c1cccc(C(=O)N/N=C/c2ccc3c(c2)OCCO3)c1,-2.1,90,2,9,24,-42,1,4,0,0
O=C(NC1CCCN(Cc2ccccc2F)C1)c1cccc(N2CCCC2=O)c1 (configuration not stated),-1.7,95,1,-2,8,17,10,0,·,-4
